CHRM5 PAM = human M5 muscarinic receptor positive allosteric modulators, primary screen, CHO-K1 cells, Fluo-8 calcium fluorescence. Muscarinic acetylcholine receptor M5 (Homo sapiens), P08912. CHO-K1 hM5, ACh EC20 PAM; 0% = ACh EC20, 100% = ACh EC100. activation, % at 3 µM. 360,000 compounds, 0.3% hits. AID 624038, 2012;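 active = activation above the run cutoff, the mean activation of all test compounds plus 3 SD, cut at about 18% in these data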
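system = human M5 receptor in CHO-K1 cells | reagent = EC20 acetylcholine as agonist stimulus | compound dosing = single-point, 3 µM nominal | incubation = Fluo-8 loading 80 min at 37 °C plus 30 min room temperature | detection = Fluo-8 calcium dye fluorescence, kinetic read | benchmarks = low control EC20 acetylcholine (0%), high control EC100 acetylcholine (100%)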
TAAR1 antag = human TAAR1 antagonists, primary screen, Fluo-8 calcium fluorescence, CHO RD-HGA16 cells; Trace amine-associated receptor 1 (Homo sapiens), Q96RJ0; antagonist; inhibition, % at 3 µM; 360,000 compounds, 1.5% hits;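 active = inhibition above a per-plate cutoff, the mean inhibition of test compounds on that plate plus 3 SD, cut at about 49% in these data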;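 also: 0% = DMSO plus EC80 beta-PEA response and 100% = DMSO alone without agonist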
Target sequence (Q96RJ0 whole entry, looked up): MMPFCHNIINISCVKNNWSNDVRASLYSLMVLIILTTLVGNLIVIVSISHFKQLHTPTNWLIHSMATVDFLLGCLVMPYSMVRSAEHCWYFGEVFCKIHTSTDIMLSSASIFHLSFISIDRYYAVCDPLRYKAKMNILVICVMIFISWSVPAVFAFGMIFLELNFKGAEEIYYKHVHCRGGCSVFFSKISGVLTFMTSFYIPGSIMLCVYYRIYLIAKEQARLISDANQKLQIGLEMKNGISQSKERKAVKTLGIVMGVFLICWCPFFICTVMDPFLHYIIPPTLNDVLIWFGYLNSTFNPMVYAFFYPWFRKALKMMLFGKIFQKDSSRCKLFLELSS
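Assay system: RD-HGA16 CHO cells with stable hTAAR1 and Gα16 / Reagent: EC80 β-phenethylamine stimulus / Doses: 3 µM, single point / Timing: dye loading 75 min at 37 °C, then 30 min room temperature / Measured by: Fluo-8 intracellular calcium dye fluorescence, real-time kinetic reads / Controls: vehicle wells and EC80 agonist wells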
CRFR2-BP ag = agonists of CRF-BP/CRF-R2 complex, primary screen, cell-based, HEK293, calcium dye fluorescence, uHTS. CRF-binding protein / CRF receptor 2 complex (human). calcium dye fluorescence (FLIPR); percent of saturating CRF peptide response. activation, % at 13.2 µM. 350,000 compounds, 0.46% hits. AID 588473, 2011;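 active = activation of at least 50%, plus an integration ratio under a set limit after plate pattern correction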;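 also: plate controls were neutral control wells without compound for no effect and CRF at EC100 for full effect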
TAAR1 agonist = human TAAR1 agonists, primary screen, Fluo-8 calcium fluorescence, CHO RD-HGA16 cells. vehicle wells 0%, saturating PEA agonist 100%. 360,000 compounds, 0.99% hits. activation, % at 3 µM. AID 624467, 2012. Trace amine-associated receptor 1 (Homo sapiens), Q96RJ0;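 active = activation above the mean activation of all test compounds in the run plus 3 SD, cut at about 38% in these data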
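System: CHO RD-HGA16 cells carrying human TAAR1 plus Gα16; Incubation: 17-24 h seeding, 75 min 37 °C dye, 30 min RT; Measured by: Fluo-8 fluorescence, 5 s baseline then 140 s kinetic read; Control set: DMSO and PEA EC100; Replication: single well for each compound.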
CHRM5 antagonist = human M5 muscarinic receptor antagonists, primary screen, CHO cells, Fluo-8 calcium fluorescence; AID 624040, 2012; 360,000 compounds, 0.59% hits; CHO-hM5 cells, ACh EC80; inhibition, % at 3 µM;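 active = inhibition above a per-plate cutoff, the mean of that plate's test compounds plus 3 SD, cut at about 27% in these data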;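 also: 0% = acetylcholine EC80 with DMSO and 100% = DMSO without agonist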
M5 ag = human M5 muscarinic receptor agonists, primary screen, CHO-K1 cells, Fluo-8 calcium fluorescence; CHO-K1 hM5 cells; 0% DMSO wells, 100% maximal acetylcholine response; activation, % at 3 µM; 360,000 compounds, 0.19% hits; Muscarinic acetylcholine receptor M5 (Homo sapiens), P08912;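 active = activation above the run's mean over test compounds plus 3 SD, cut at about 23% in these data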;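 also: signal is peak over basal fluorescence ratio across the kinetic read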
M1 PAM parental = nonselective calcium activators in parental CHO-K1 cells, primary screen, counter-screen for M1 PAM project, cell-based, Fluo-8 calcium fluorescence, full deck, 1536-well. ATP EC20; 0% at ATP EC20, 100% at ATP max. activation, % at 3 µM. 360,000 compounds, 0.02% hits;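 active = activation above the run cutoff, the mean activation of all test compounds plus 3 SD, cut at about 40% in these data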;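 also: peak over basal fluorescence ratio in a 140 s read after ATP addition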
M4 PAM = human M4 muscarinic receptor positive allosteric modulators, primary screen, CHO-K1 cells, Fluo-8 calcium fluorescence | CHO-K1 hM4/Gqi5, ACh EC20; 0% = ACh EC20, 100% = maximal ACh | 360,000 compounds, 0.4% hits | activation, % at 3 µM;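 active = activation above its plate's cutoff, the mean activation of sample wells plus 3 SD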; also: some results filed as inactive read as strong as hits
Target sequence (P08173 whole entry, looked up): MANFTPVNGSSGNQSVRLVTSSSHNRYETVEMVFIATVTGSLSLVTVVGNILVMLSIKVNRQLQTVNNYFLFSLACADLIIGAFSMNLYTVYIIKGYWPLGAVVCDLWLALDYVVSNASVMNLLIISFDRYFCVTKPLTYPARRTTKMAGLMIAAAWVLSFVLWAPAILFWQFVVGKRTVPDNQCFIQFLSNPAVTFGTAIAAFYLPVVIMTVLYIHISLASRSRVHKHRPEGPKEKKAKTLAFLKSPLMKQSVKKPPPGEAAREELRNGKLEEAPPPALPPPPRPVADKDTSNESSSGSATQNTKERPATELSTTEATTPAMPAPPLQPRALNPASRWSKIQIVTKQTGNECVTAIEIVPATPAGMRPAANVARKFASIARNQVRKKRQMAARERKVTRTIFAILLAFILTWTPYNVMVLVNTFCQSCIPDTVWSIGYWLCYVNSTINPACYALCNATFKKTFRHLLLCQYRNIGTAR
CRFBP-R2 block = antagonists of CRF-BP/CRF-R2 complex, primary screen, cell-based, HEK293, calcium dye fluorescence, uHTS; CRF-induced calcium fluorescence; inhibition, % at 11.8 µM; 350,000 compounds, 0.59% hits; AID 588475, 2011;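 active = inhibition of the ligand-induced calcium signal above about 50% at the single tested concentration, limit read from the data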
Active calls of the source: *. Not a hit list; about 4.2% have a hit in one of these screens.

O=C(COc1ccc(-n2cnnn2)cc1)Nc1ccc(F)c(F)c1F was read as CHRM5 PAM 4, TAAR1 antag 18, CRFR2-BP ag 0.0, TAAR1 agonist 8, CHRM5 antagonist -1, M5 ag -2, M1 PAM parental -15, M4 PAM 4 and CRFBP-R2 block 7.
For CC(C)(C)OC(=O)N1CC2Cc3[nH]c(=O)ccc3C(C2)C1 (centres undefined) the results were CHRM5 PAM 4, TAAR1 antag -29, CRFR2-BP ag -3.5, TAAR1 agonist 4, CHRM5 antagonist -2, M5 ag 0, M1 PAM parental 13, M4 PAM 4 and CRFBP-R2 block 10.
COc1ccccc1C(=O)NC(CCSC)C(=O)N1CCN(C/C=C/c2ccccc2)CC1 (centres undefined) was read as CHRM5 PAM -3, TAAR1 antag 9, CRFR2-BP ag -1.9, TAAR1 agonist 3, CHRM5 antagonist 5, M5 ag -7, M1 PAM parental -3, M4 PAM -8 and CRFBP-R2 block 10.
`O=C(N/N=C/c1ccc(-c2ccccc2[N+](=O)[O-])o1)c1cccnc1` gave CHRM5 PAM -2, TAAR1 antag 16, CRFR2-BP ag 0.4, TAAR1 agonist 6, CHRM5 antagonist -7, M5 ag 1, M1 PAM parental 12, M4 PAM -2 and CRFBP-R2 block -9.
Screening Cc1ccc(NC(=O)CN(C)C(=O)c2cccc(S(=O)(=O)NCc3cccs3)c2)cc1 returned CHRM5 PAM 6, TAAR1 antag 16, CRFR2-BP ag -1.5, TAAR1 agonist 5, CHRM5 antagonist 4, M5 ag -1, M1 PAM parental 14, M4 PAM 1 and CRFBP-R2 block -18.
Screening COc1ccc2oc(C(=O)OCC(=O)NC3(C#N)CCCC3)c(C)c2c1 returned CHRM5 PAM 2, TAAR1 antag 11, CRFR2-BP ag -1.1, TAAR1 agonist 0, CHRM5 antagonist 5, M5 ag -1, M1 PAM parental -11, M4 PAM 1 and CRFBP-R2 block 5.
CN(Cc1ccccc1)c1nc2c(c(=O)[nH]c(=O)n2C)n1CCOc1ccccc1 was read as CHRM5 PAM 5, TAAR1 antag 11, CRFR2-BP ag -2.0, TAAR1 agonist 15, CHRM5 antagonist -6, M5 ag 2, M1 PAM parental 28, M4 PAM 2 and CRFBP-R2 block -18.
Clc1ccc(-c2cn3nc4c(nc3n2)CCCC4)cc1 was read as CHRM5 PAM 2, TAAR1 antag 2, CRFR2-BP ag 3.6, TAAR1 agonist 2, CHRM5 antagonist 1, M5 ag -1, M1 PAM parental 18, M4 PAM 7 and CRFBP-R2 block 7.
`Cc1ccc(S(=O)Cc2ccc(C(=O)N3CCN(C4CCCCC4)CC3)o2)cc1` (centres undefined) gave CHRM5 PAM 0, TAAR1 antag -32, CRFR2-BP ag 0.3, TAAR1 agonist 4, CHRM5 antagonist 1, M5 ag -5, M1 PAM parental 13, M4 PAM -2 and CRFBP-R2 block -1.
Screening COc1ccc(CCNC(=O)COC(=O)c2cnc(Cl)c(Cl)c2)cc1 returned CHRM5 PAM 6, TAAR1 antag 7, CRFR2-BP ag -1.0, TAAR1 agonist 4, CHRM5 antagonist -3, M5 ag 4, M1 PAM parental 16, M4 PAM 7 and CRFBP-R2 block 5.
Screening CSCCC1NC2(C(=O)Nc3c(C)cc(Cl)cc32)[C@@H]2C(=O)N(C3CCCC3)C(=O)[C@H]12 (some centres undefined) returned CHRM5 PAM 0, TAAR1 antag 0, CRFR2-BP ag 0.8, TAAR1 agonist 13, CHRM5 antagonist 3, M5 ag 5, M1 PAM parental 4, M4 PAM 6 and CRFBP-R2 block -54.
COC(=O)C1=C(C)Nc2ncnn2C1c1ccco1 (centres undefined) was read as CHRM5 PAM 6, TAAR1 antag -21, CRFR2-BP ag -0.3, TAAR1 agonist 3, CHRM5 antagonist -1, M5 ag -1, M1 PAM parental 22, M4 PAM 10 and CRFBP-R2 block 9.
Screening CCCNC(=O)C(Cc1ccccc1)NC(=O)c1cccc([N+](=O)[O-])c1 (centres undefined) returned CHRM5 PAM 0, TAAR1 antag 12, CRFR2-BP ag -2.8, TAAR1 agonist 6, CHRM5 antagonist 11, M5 ag 0, M1 PAM parental 7, M4 PAM 2 and CRFBP-R2 block 3.
`C=CCOc1ccccc1/C=c1\sc2nc(-c3oc4ccccc4c3C)nn2c1=O` gave TAAR1 antag -4, CRFR2-BP ag 0.4, TAAR1 agonist 11 and CRFBP-R2 block -5.
Screening Cc1ccc(-n2c(C)nn(CC3CC3)c2=O)cc1 returned CHRM5 PAM 9, TAAR1 antag -11, CRFR2-BP ag -0.8, TAAR1 agonist 0, CHRM5 antagonist -4, M5 ag -2, M1 PAM parental -1, M4 PAM -3 and CRFBP-R2 block 6.
For CN(C)S(=O)(=O)c1ccc(S(=O)(=O)N(CC(=O)Nc2ccccc2)CC2CCCO2)cc1 (centres undefined) the results were CHRM5 PAM -7, TAAR1 antag -2, CRFR2-BP ag -2.3, TAAR1 agonist 16, CHRM5 antagonist -10, M5 ag -2, M1 PAM parental -4, M4 PAM 15 and CRFBP-R2 block -4.
For Nc1ccc(-c2nc3ccc(N)cc3s2)cc1 the results were CHRM5 PAM -2, TAAR1 antag -15, CRFR2-BP ag -0.5, TAAR1 agonist 0, CHRM5 antagonist 13, M5 ag -1, M1 PAM parental -6, M4 PAM 4 and CRFBP-R2 block -1.
Screening C/C(=N/NC(=O)CN1CCN(Cc2ccccc2Cl)CC1)c1ccco1 returned CHRM5 PAM 11, TAAR1 antag 2, CRFR2-BP ag -1.5, TAAR1 agonist 2, CHRM5 antagonist 2, M5 ag 3, M1 PAM parental 15, M4 PAM -4 and CRFBP-R2 block -2.
CCN(CC)CCCNC(=O)CN1N=C(c2ccc(OC)cc2)CCC1=O was read as CHRM5 PAM 6, TAAR1 antag 2, CRFR2-BP ag -1.1, TAAR1 agonist 0, CHRM5 antagonist -3, M5 ag -7, M1 PAM parental 8, M4 PAM -6 and CRFBP-R2 block 6.
`CC(C)(C)OC(=O)N[C@@H](/C=C/c1ccccc1)C(=O)OC(C)(C)C` gave CHRM5 PAM 2, TAAR1 antag 9, CRFR2-BP ag 4.1, TAAR1 agonist 4, CHRM5 antagonist 9, M5 ag 5, M1 PAM parental -19, M4 PAM 3 and CRFBP-R2 block -15.
Screening N#CC1=C2SCN(Cc3ccco3)CN2C(=O)CC1c1c(F)cccc1Cl (centres undefined) returned CHRM5 PAM -1, TAAR1 antag -29, CRFR2-BP ag -3.4, TAAR1 agonist 0, CHRM5 antagonist 2, M5 ag 1, M1 PAM parental -6, M4 PAM 2 and CRFBP-R2 block 0.
CCOc1ccc(CN2CCN(Cc3[nH]c4ccc(OC)cc4c3C)CC2CCO)cc1 (centres undefined) was read as CHRM5 PAM -3, TAAR1 antag -1, CRFR2-BP ag 0.6, TAAR1 agonist 14, CHRM5 antagonist -7, M5 ag 1, M1 PAM parental 1, M4 PAM 4 and CRFBP-R2 block -30.
Screening COc1ccc(CCNC(=O)c2c(Cl)ccc(Cl)c2OC)cc1OC returned CHRM5 PAM 4, TAAR1 antag -4, CRFR2-BP ag -1.6, TAAR1 agonist 3, CHRM5 antagonist -11, M5 ag 1, M1 PAM parental 7, M4 PAM -3 and CRFBP-R2 block 6.
COc1cccc(C(=O)NC(C)c2ccc(-c3ccccc3)cc2)c1OC (centres undefined) was read as CHRM5 PAM -7, TAAR1 antag 20, CRFR2-BP ag 4.5, TAAR1 agonist -1, CHRM5 antagonist 1, M5 ag -3, M1 PAM parental 1, M4 PAM -4 and CRFBP-R2 block -13.
NNC(=O)c1nnn(-c2nonc2N)c1-c1cccs1 was read as CHRM5 PAM 12, TAAR1 antag -25, CRFR2-BP ag 0.0, TAAR1 agonist 16, CHRM5 antagonist 4, M5 ag 4, M1 PAM parental 9, M4 PAM 12 and CRFBP-R2 block -7.
O=C(Nc1nc(-c2cccs2)cs1)c1ccco1 was read as CHRM5 PAM 16, TAAR1 antag -9, CRFR2-BP ag -2.6, TAAR1 agonist -1, CHRM5 antagonist -7, M5 ag 5, M1 PAM parental -9, M4 PAM 6 and CRFBP-R2 block 1.
For O=C(CCC(=O)N1CCN(c2ccccn2)CC1)Nc1nnc(C(F)(F)F)s1 the results were CHRM5 PAM 2, TAAR1 antag 3, CRFR2-BP ag -0.7, TAAR1 agonist 3, CHRM5 antagonist 4, M5 ag 1, M1 PAM parental 25, M4 PAM 10 and CRFBP-R2 block 8.
Screening Cn1c(O)c(/C=N/Nc2ccccc2)c(=O)n(C)c1=O returned CHRM5 PAM -3, TAAR1 antag 20, CRFR2-BP ag -1.6, TAAR1 agonist -1, CHRM5 antagonist 2, M5 ag 0, M1 PAM parental 11, M4 PAM -3 and CRFBP-R2 block -7.
CCCC1(c2ccccc2)NC(=O)N(CC(=O)c2[nH]c(C)c(C(=O)OCC)c2C)C1=O (centres undefined) was read as CHRM5 PAM -3, TAAR1 antag 43, CRFR2-BP ag 7.0, TAAR1 agonist 78*, CHRM5 antagonist -1, M5 ag 20, M1 PAM parental 1, M4 PAM -4 and CRFBP-R2 block -50.
For CC(C)(C)c1cc(C(=O)Nc2ccccc2)ccn1 the results were CHRM5 PAM -9, TAAR1 antag -2, CRFR2-BP ag 3.5, TAAR1 agonist 3, CHRM5 antagonist 1, M5 ag 1, M1 PAM parental 8, M4 PAM 6 and CRFBP-R2 block -22.

A draw from above in order of SMILES length, largest number first.
For O=C(CCC(=O)N1CCN(c2ccccn2)CC1)Nc1nnc(C(F)(F)F)s1 the results were CHRM5 PAM 2, TAAR1 antag 3, CRFR2-BP ag -0.7, TAAR1 agonist 3, CHRM5 antagonist 4, M5 ag 1, M1 PAM parental 25, M4 PAM 10 and CRFBP-R2 block 8.
Screening Cn1c(O)c(/C=N/Nc2ccccc2)c(=O)n(C)c1=O returned CHRM5 PAM -3, TAAR1 antag 20, CRFR2-BP ag -1.6, TAAR1 agonist -1, CHRM5 antagonist 2, M5 ag 0, M1 PAM parental 11, M4 PAM -3 and CRFBP-R2 block -7.
NNC(=O)c1nnn(-c2nonc2N)c1-c1cccs1 was read as CHRM5 PAM 12, TAAR1 antag -25, CRFR2-BP ag 0.0, TAAR1 agonist 16, CHRM5 antagonist 4, M5 ag 4, M1 PAM parental 9, M4 PAM 12 and CRFBP-R2 block -7.

Screening results deposited in PubChem by several laboratories.
